Screening data (PubChem BioAssay)
PTAP TSG101 blk = blocks PTAP/TSG101 interaction to inhibit HIV-1 budding | Q99816 | Fluorescence polarization, FITC-PTAP peptide / Tsg101 binding | Potency, µM (titrated, usually from 115 µM), without a hit: top-dose activity change, negative = inhibition, hits mostly inhibitors | 340,000 tested, under 10 active; active means well fitted inhibition curve with a large enough effect in the main read-out, with a control signal flat, not every such curve was filed as active; inconclusive means small, poorly fitted or top-dose-only effect, or effect the other way, or a change in a side signal; inactive means no such curve, though single readings can be large or run the other way; further: potency means the concentration at half of the fitted maximal effect; % of control where 0% means no effect
Target sequence (Q99816 whole entry, looked up): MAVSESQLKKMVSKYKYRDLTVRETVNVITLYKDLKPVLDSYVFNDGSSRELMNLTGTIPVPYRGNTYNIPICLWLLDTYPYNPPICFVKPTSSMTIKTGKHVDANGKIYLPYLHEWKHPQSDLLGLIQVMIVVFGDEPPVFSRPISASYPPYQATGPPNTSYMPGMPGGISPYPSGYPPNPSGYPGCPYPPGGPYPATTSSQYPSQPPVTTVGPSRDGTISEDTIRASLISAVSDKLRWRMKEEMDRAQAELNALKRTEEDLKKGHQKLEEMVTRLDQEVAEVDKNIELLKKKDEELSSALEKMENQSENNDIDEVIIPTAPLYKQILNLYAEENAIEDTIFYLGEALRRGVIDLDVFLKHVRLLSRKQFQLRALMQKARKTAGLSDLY
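Fluorescence polarization binding of Tsg101 binding domain (10 uM final) to FITC-labeled PTAP peptide (50 nM final) in HEPES pH 7.5 buffer with NaCl, Tween 20, EDTA, TCEP. Compounds added before peptide; binding 20 min at RT.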
Tb PFK block = T. brucei PFK enzyme inhibition; O15648; T. brucei PFK, ADP-Glo luminescence; Potency, µM (titrated, usually from 57.5 µM), for inactives: top-dose activity, negative = inhibition, actives largely listed as inhibitors; 330,000 tested, 0.17% active; AID 485367;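 further: potency means the concentration at half of the fitted maximal effect; 0% = uninhibited 1x PFK enzyme wells and -100% = no-enzyme wells; nearly all actives have a fitted effect of over 60% in size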
Target sequence (O15648 whole entry, looked up): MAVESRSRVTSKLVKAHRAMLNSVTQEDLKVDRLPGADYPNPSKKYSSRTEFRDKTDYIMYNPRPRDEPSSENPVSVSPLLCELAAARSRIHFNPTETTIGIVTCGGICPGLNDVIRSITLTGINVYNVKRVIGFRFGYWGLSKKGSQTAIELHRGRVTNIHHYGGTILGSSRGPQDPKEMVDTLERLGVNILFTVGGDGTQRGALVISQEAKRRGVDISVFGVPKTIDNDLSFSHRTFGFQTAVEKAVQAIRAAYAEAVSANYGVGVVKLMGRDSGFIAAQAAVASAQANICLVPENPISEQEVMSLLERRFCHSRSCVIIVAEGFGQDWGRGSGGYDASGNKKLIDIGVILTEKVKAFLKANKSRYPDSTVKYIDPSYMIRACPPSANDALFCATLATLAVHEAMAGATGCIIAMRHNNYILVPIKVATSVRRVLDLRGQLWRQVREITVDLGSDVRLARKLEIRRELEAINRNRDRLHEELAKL
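Compounds were pin-transferred as a titration series up to 57 uM into substrate buffer (0.5 mM F6P, 0.1 mM ATP, pH 8.0), then 1.25 nM PFK was added and reactions ran 45 min before ADP-Glo detection.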
Chronic BCR inh = inhibitors of chronic active B-cell receptor signaling; ABC-DLBCL IkBa-CBG/CBR reporter, luminescence ratio, 4 h; Potency, µM (doses to about 46.1 µM), for the others: at the top dose ratio change, negative = lower green/red ratio, actives largely listed as inhibitors; AID 493014; 340,000 tested, 0.05% active; active means well fitted inhibition curve with a large enough effect in the signal ratio, with a control signal flat, not every such curve was filed as active; inconclusive means small, poorly fitted or top-dose-only effect, or effect the other way, or a change in a side signal; the % refers to the signal ratio;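 further: potency means the concentration at half of the fitted maximal effect; plate controls were basal doxycycline-induced cells for no effect and cells given 10 µM MG132 for full effect; MG132 reads +100%, hits lower the ratio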
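Concentration-response series (up to 46 uM) were applied to TMD8 dual-reporter cells for 4 h at 37C with doxycycline. Green/red ratio, after filter-overlap correction, defined %Activity; red signal alone was normalised to basal cells and zero luminescence.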
Menin-MLL TR inh = menin-MLL binding inhibition, Texas Red mutant peptide | O00255 | Menin + Texas Red MLL mutant peptide, fluorescence polarization | Potency, µM (series often up to 61.6 µM), inactives show at the top dose FP activity change, negative = inhibition, hits mostly inhibitors | 270,000 tested, 0.23% active | AID 1768; active means well fitted inhibition curve with a large enough effect in the polarisation, with a control signal flat, not every such curve was filed as active; inconclusive means small, poorly fitted or top-dose-only effect, or effect the other way, or a change in a side signal; inactive means no such curve, though single readings can be large or run the other way; the % refers to the polarisation; further: potency means the concentration at half of the fitted maximal effect; % of control where 0% means no effect; many of its hits are not listed in these tables
FBPA coupling cs = inhibits coupling enzyme system, counter-screen for aldolase hits | coupling enzyme system counterscreen, AmpLite Red fluorescence | activity change, negative = inhibition, % at 58.2 µM, hits read low | 290,000 tested, 0.67% active; in the data active means activity change below about -30%; further: on the % scale 0 is the no-effect control and ±100 the full control effect
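Counterscreen of the coupled detection system alone, without aldolase: glyceraldehyde-3-phosphate coupling enzymes plus AmpLite Red readout. Compounds at 57.5 uM final, 10 min RT preincubation, 20 min RT reaction, fluorescence 525/598 nm.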
Giardia kill = kills Giardia lamblia. Giardia lamblia trophozoite viability. activity change, % at 7.66 µM, hits read low. 340,000 tested, 0.15% active. AID 540267; in the data active means activity change below about -80%; inconclusive means between about -30% and that limit;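 further: parasites exposed to compound for two days anaerobically before the ATP read; on the % scale 0 is the no-effect control and ±100 the full control effect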
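Trophozoites 100 cells/well + cpd; 48 hrs, 37 deg C, anaerobic. ATPLite 1-Step added, 15-30 min RT, luminescence read (ATP-based viability).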
PKM2 activator = PKM2 (human) enzyme activation. AID 1631. 260,000 tested, 0.34% active. Potency, µM (titrated, usually from 57.5 µM), without a hit: at the top dose activation, usual class: activators. P14618. purified PKM2, Kinase-Glo ATP luminescence, activation; response scale: 0% is enzyme alone, no compound; further: potency means the concentration at half of the fitted maximal effect; on the % scale 0 is the no-effect control and ±100 the full control effect; nearly all actives have a fitted effect of over 55% in size
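Purified hPK-M2 (>95%) run at intermediate activity with 0.1 mM ADP and 0.5 mM PEP in 50 mM imidazole pH 7.2, KCl, MgCl2; 1 h room temperature. ATP formed read by Kinase-Glo luminescence; normalized to uninhibited and no-enzyme controls.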
GALK inh = blocks human galactokinase activity; Purified GALK, Kinase-Glo residual ATP luminescence; P51570; 270,000 tested, 0.007% active; Potency, µM (highest dose often 57.5 µM), for the others: at the top dose activity change, negative = inhibition, actives largely listed as inhibitors; further: potency means the concentration at half of the fitted maximal effect; on the % scale 0 is the no-effect control and ±100 the full control effect
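5 nM enzyme, 35 uM ATP, 100 uM galactose, 20 mM HEPES pH8.0, 5 mM MgCl2; 1 h RT; residual ATP by Kinase-Glo Plus luminescence, qHTS format.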
Integrin act MD = integrin-mediated muscular dystrophy alleviation activation. Potency, µM (titrated, usually from 38.3 µM), for inactives: at the highest dose activation, actives largely listed as activators. alpha7betagal myoblasts, beta-gal FDG fluorescence, 48 h. AID 624291. 350,000 tested, 0.064% active;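 further: potency means the concentration at half of the fitted maximal effect; 100% = response of the positive control SU9516; nearly all actives have a fitted effect of over 60% in size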
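Alpha7betagal+/- myoblasts (passage 13) were plated 16-24 hr, then exposed to compounds (1:260 dilution of DMSO stock) for 48 hours at 37C. After MPER lysis, β-galactosidase reporter activity was read as FDG fluorescence (ex 480/em 540) after 30 minutes.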
B2AR arrestin = recruits beta-arrestin to the human beta2-adrenergic receptor; AID 492947; P07550; beta-arrestin recruitment to beta2AR, cell-based reporter; Potency, µM (top dose mostly 46.1 µM), inactives show at the top dose activation, most hits filed as activators; 330,000 tested, 0.02% active;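 further: potency means the concentration at half of the fitted maximal effect; 0% = DMSO controls and full agonism = EC100 isoproterenol or metaproterenol; nearly all actives have a fitted effect of over 65% in size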
S-ASM inh = blocks human secretory acid sphingomyelinase; 340,000 tested, 0.006% active; placental ASM, HMU-PC fluorogenic substrate, 60 min; P17405; Potency, µM (doses to about 57.5 µM), for the others: at the highest dose activity change, negative = inhibition, actives largely listed as inhibitors; AID 504937; further: potency means the concentration at half of the fitted maximal effect
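Human placenta-derived ASM enzyme was preincubated with compound for 10 minutes at room temperature, then given fluorogenic substrate HMU-PC0 (9 uM final) for 60 minutes at 37 °C; a pH 10 stop preceded fluorescence reading at Ex 386/Em 447 nm.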
* hit, by the source's call; u = inconclusive; x = no result given; & = joins results of further samples; [ ] = dose if it differs, or a comment. Unless noted, the call rests on the fitted dose curve; in most records, active means well fitted curve in the direction sought with a large enough effect; inconclusive means small, poorly fitted or top-dose-only effect, or another doubt; inactive means no such curve, though single readings can be large; an effect the other way counts as inactive or inconclusive.

SMILES | PTAP TSG101 blk | Tb PFK block | Chronic BCR inh | Menin-MLL TR inh | FBPA coupling cs | Giardia kill | PKM2 activator | GALK inh | Integrin act MD | B2AR arrestin | S-ASM inh
O=C(Cc1ccc(S(=O)(=O)N2CCOCC2)s1)N1CCN(c2cccc(C(F)(F)F)c2)CC1 | 1% | -4% | -9% | x | x | 2 | 0% | 0% | -18% | -0.2% | -6%
CCc1cc(C(=O)Cc2cnn(-c3ccccc3)c2)c(O)cc1O | -15% | 4% | u | u | -3 | -13 | -10% | 1% | 9% | 3.5% | -7%
O=C(CC(NC(=O)c1ccccc1Cl)c1ccccc1)NC1=NCCS1 (stereo unspecified) | -1% | -4% | -1% | -1% | 0 | 1 | x | 0% | -3% | -1.1% | 1%
COc1ccc(C(=O)Nc2cccc(-c3nc4ncccc4o3)c2C)cc1 | -7% | 0% | u | -10% | 0 | 24 | -3% | 0% | 4% | -0.1% | 0%
O=C(CCc1ccc(Oc2cc([N+](=O)[O-])cc([N+](=O)[O-])c2)cc1)N1CCCCC1 | -3% | 4% | 18% | u | -2 | -22 | 0% | 0% | -47%[inhibitor] | 0.4% | -1%
Cc1nc(-c2ccc(F)cc2)c(CC(=O)Nc2ccc(C)c(S(=O)(=O)N3CCOCC3)c2)s1 | 0% | -3% | 0% | x | x | 1 | -5% | 5% | -7% | 0.3% | -2%
CCc1c(O)nc(SCC(=O)N2CCc3cc(OC)c(OC)cc3[C@@H]2C)[nH]c1=O | 0% | -4% | 4% | -25% | 2 | -15 | 28% | x | -2% | 0.0% | 1%
CCC(C(=O)OCC(=O)Nc1cccc(OC)c1)c1ccccc1 (stereo unspecified) | -1% | 17% | -1% | 23% | 2 | 1 | -6% | -8% | 4% | 0.0% | -1%
COc1cc(/C=C2/NC(=O)N(Cc3ccccc3F)C2=O)cc(OC)c1OC | -3% | -5% | 14% | 21% | -1 | -22 | -1% | -3% | 11% | 0.0% | 24%
Cc1nnc(SCC(=O)N/N=C/c2cn(-c3ccccc3)nc2-c2ccc(F)cc2)n1-c1ccccc1 | -9% | -3% | 5% | -2% | 2 | 1 | -1% | -5% | 30% | -3.7% | 3%
COC(C[C@@H](O)[C@@H](C)[C@@H](O)COCc1ccccc1)OC | 0% | 2% | 5% | x | -1 | -4 | 2% | -2% | 8% | 0.4% | 5%
O=c1[nH]c(O)c(N=Nc2ccc(Cl)c(S(=O)(=O)Nc3ccccc3Cl)c2)c(=O)[nH]1 | -3% | 18% | 3% | x | x | -3 | x | x | 3% | 0.0% | -6%
O=C(Cc1ccccc1F)NNC(=O)c1ccncc1 | 0% | -2% | 1% | x | x | 29 | 0% | -3% | -4% | -0.5% | 2%
Cc1nc2cc(NC(=O)NCc3ccco3)ccc2o1 | -4% | -6% | u | 20% | 0 | -2 | -3% | 0% | -5% | -0.5% | 3%
CC1CCC2(CC1)NC(=O)N(NC(=O)c1cccs1)C2=O (stereo unspecified) | -8% | 10% | 5% | x | x | -4 | x | x | 4% | 0.2% | -1%
COC(=O)C1=C(C(=O)OC)[C@@H]2Nc3ccccc3[C@@]23C[C@@H](C(=O)OC)N=C3N1 | x | -2% | 0% | 7%[11.7 µM] | 1&6 | 11 | -8%[11.5 µM] | 0% | 3% | 0.2% | 1%
CCOC(=O)N1CCC(NC(=O)c2cc(C(=O)Nc3ccc(S(=O)(=O)N4CCOCC4)cc3)ccc2CO)CC1 | 1% | -1% | -4% | -12% | 0 | 10 | -5% | 4% | 15% | -0.1% | 1%
Cc1ccc(NC(=O)Nc2ccc3c(c2)nnn3C)cc1C | 0% | -3% | -3% | 0% | -5 | -23 | -1% | x | 2% | -0.8% | 4%
CCNC(=O)CC1C(=O)N(C)C(=S)N1NC(=O)c1ccc(Cl)cc1 (stereo unspecified) | -2% | 1% | -2% | -8% | 2 | -1 | -1% | 0% | 11% | 0.1% | 2%
Cc1ccc(NC(=O)c2ccc(NC3=NC4CS(=O)(=O)CC4S3)cc2)cc1 (stereo unspecified) | -4% | -4% | -4% | x | x | -5 | x | -1% | -14% | 0.0% | 0%
O=C(NC1(C(F)(F)F)NC(=O)N(Cc2ccco2)C1=O)c1cccs1 (stereo unspecified) | 5% | -2% | -4% | 21% | 1 | u | 2% | 0% | -8% | -0.4% | 0%
COc1ccc(NC(=O)N(C)C[C@@H]2Oc3ccc(NC(=O)NC(C)C)cc3CC(=O)N([C@H](C)CO)C[C@@H]2C)cc1 | -4% | 0% | u | x | x | 5 | x | x | -16% | 0.4% | -5%
COC(=O)c1ccc(OC(=O)C2CSC3(C)CCC(=O)N23)cc1 (stereo unspecified) | 0% | 7% | 0% | x | x | -2 | x | x | 6% | -0.1% | 1%
CCCCNc1nc(=S)n(-c2ccccc2)c(C)c1C(C)=O | -5% | -10% | 2% | 4% | -7 | -9 | -15% | 8% | -57%[inhibitor] | 0.0% | 2%
COc1ccc(-c2cc(C(F)(F)F)n3ncc(C(=O)NCc4ccco4)c3n2)cc1 | 0% | -3% | 5% | -3% | 0 | 39[activator] | 8% | 4% | -4% | -0.1% | 197%[activator]
COc1ccccc1NC(=O)CSC1=NC(=O)C(NC(C)=O)C(=O)N1 (stereo unspecified) | 2% | 9% | u | 30% | 0 | -6 | 3% | 0% | 15% | 0.0% | -1%
Cc1nc(SCC(=O)Nn2c(-c3ccccc3)nc3ccccc3c2=O)n[nH]1 | -3% | -3% | 0% | 5% | -5 | -9 | -5% | 0% | -1% | -0.4% | 1%
Cc1cc(NC(=O)Nc2cccc(Cl)c2)n(C(C)(C)C)n1 | 0% | u | u | 32%[activator] | 0 | 3 | 5% | -1% | -15% | -0.2% | -4%
O=C(CCn1ccc2cc(S(=O)(=O)N3CCCC3)ccc21)NCc1ccccc1F | -3% | -10% | -5% | x | x | -8 | x | -1% | 17% | 0.2% | 1%
COc1ccc(NC(=O)c2noc(C(C)C)c2[N+](=O)[O-])cc1 | 0% | -2% | u | 11% | -1 | -12 | -1% | 1% | -6% | -1.3% | 1%
CCC(C(=O)NC1CCCC1)N(C(=O)Cn1nnc(-c2ccc(OC)c(OC)c2)n1)C1CCCCC1 (stereo unspecified) | 1% | 5% | u | -13% | 0 | -1 | 0% | -1% | 20% | -0.4% | -3%
CC1=CC(=O)N(c2ccc(C)cc2)C1c1ccc(Cl)cc1 (stereo unspecified) | -3% | 8% | 3% | -18% | -7 | -6 | 6% | 2% | -9% | 2.9% | -7%
COC(=O)c1ccccc1CCC(C)=O | 1% | -6% | u | -3% | -4 | -24 | 8% | 0% | -53%[inhibitor] | -1.0% | -1%
O=C(CCc1ccc(O)c(O)c1)NNC(=S)NCCc1ccccc1 | -3% | 0% | u | 5% | 2 | -3 | 17% | -1% | 18% | 0.8% | 9%
COc1ccc(Cl)cc1NC(=O)CSc1nnc(CNC(=O)c2ccco2)o1 | -7% | 0% | u | 2% | -1 | -7 | 21% | 4% | 22% | 0.1% | -1%
Fc1cccc(CNCC2CCCO2)c1 (stereo unspecified) | -1% | -1% | 6% | 6% | 5 | 7 | -3%[11.5 µM] | 8% | -1% | 0.3% | -1%
CC1Cn2c(nnc2C23CC4CC(CC(C4)C2)C3)S1 (stereo unspecified) | -7% | 2% | -1% | 2% | 3 | 9 | -1% | 0% | -14% | -0.4% | 0%
O=C(CSc1nnc(-c2ccc(F)cc2)o1)NC1CCCC1 | 0% | -1% | 8% | 9% | 0 | u | -1% | 0% | -8% | -0.8% | -1%
COCCCN=C1NN=C(c2cc(C)n(Cc3ccccc3Cl)c2C)CS1 | 0% | 2% | u | -19% | -2 | -11 | -1% | 12% | -20% | 0.0% | 3%
O=C(Nc1ccc(Cl)cc1)OC(CN1CCCCC1)C(F)(F)F (stereo unspecified) | -7% | -5% | u | x | 0 | -28 | -2% | -3% | 19% | -0.3% | 1%
CCn1ccnc1CN(C)C(=O)c1cc(COc2ccc(OC)c3ccccc23)on1 | -12% | 1% | 5% | 11% | -21 | 28 | -2% | 2% | -12% | -0.7% | 0%

These rows are one share of the data; rates above refer to the full screens.
